# Source: PubChem BioAssay (National Center for Advancing Translational Sciences (NCATS))
# D1 antagonist: blocks dopamine activation of the human D1 receptor; AID 504652; P21728; HEK293 TREx D1 cells, calcium flux, dopamine EC80; hits give low values; activity change, negative = inhibition, % at 10 µM; actives 3.2% (n = 360,000); in the data active means activity change below about -30%; further: on the % scale 0 is the no-effect control and ±100 the full control effect
#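 Cells carrying a force-coupled, tetracycline-inducible human D1 receptor report calcium flux. Each well gets a 10 s baseline, compound with 180 s monitoring, then an EC80 dopamine stimulus with a second 180 s kinetic read.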
# Vif-APOBEC3G blk: blocks the Vif interaction with human APOBEC3G; actives 0.076% (n = 410,000); AID 602310; Potency, µM (highest dose often 46.1 µM), for inactives: at the top dose activity, negative = active, actives largely listed as inhibitors; HeLa A3G-eYFP + Vif (tagged APOBEC3G with the HIV-1 protein that degrades it), YFP fluorescence, overnight;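 further: potency means the concentration at half of the fitted maximal effect; on the % scale 0 is the no-effect control and ±100 the full control effect; nearly all actives have a fitted effect of over 60% in size; hits raise eYFP signal because A3G escapes Vif-driven loss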
#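 Read-out is eYFP fluorescence (Ex 488/Em 500-530) from Vif-expressing HeLa A3G-eYFP cells; more signal means A3G escaped Vif-mediated degradation. Cells plated overnight, compound pinned in, incubated overnight at 37 deg C.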
# LDHA block: LDHA (human) enzyme inhibition. P00338. purified LDHA, NADH/diaphorase-resazurin fluorescence; hits give low values. activity change, % (values are at about 110 or 230 µM). actives 0.15% (n = 480,000). AID 1347041; in the data active means activity change below about -30%; inconclusive means mostly about -25% to -30%;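 further: plate controls were DMSO wells for no effect and wells without enzyme for full effect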
#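 Human LDH5 at 2 nM final in Tris HCl pH 7.4 with 0.06 mM NADH and 0.2 mM pyruvate, reacted 5 minutes at room temperature. Remaining NADH coupled via diaphorase/resazurin; resorufin fluorescence read at 0 and 20 minutes, normalized to enzyme-free and DMSO wells.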
# RXFP1 ag: activates the human relaxin receptor RXFP1; Q9HBX9; HEK293T-RXFP1 cAMP TR-FRET, 30 min; response scale: percent of porcine relaxin response, buffer zero; Potency, µM (doses to about 57.5 µM), without a hit: top-dose activation, usual class: activators; actives 0.3% (n = 370,000); AID 2676; further: potency means the concentration at half of the fitted maximal effect; on the % scale 0 is the no-effect control and ±100 the full control effect; nearly all actives have a fitted effect of over 60% in size; many of its hits are not listed in these tables
# Target sequence (Q9HBX9 whole entry, looked up): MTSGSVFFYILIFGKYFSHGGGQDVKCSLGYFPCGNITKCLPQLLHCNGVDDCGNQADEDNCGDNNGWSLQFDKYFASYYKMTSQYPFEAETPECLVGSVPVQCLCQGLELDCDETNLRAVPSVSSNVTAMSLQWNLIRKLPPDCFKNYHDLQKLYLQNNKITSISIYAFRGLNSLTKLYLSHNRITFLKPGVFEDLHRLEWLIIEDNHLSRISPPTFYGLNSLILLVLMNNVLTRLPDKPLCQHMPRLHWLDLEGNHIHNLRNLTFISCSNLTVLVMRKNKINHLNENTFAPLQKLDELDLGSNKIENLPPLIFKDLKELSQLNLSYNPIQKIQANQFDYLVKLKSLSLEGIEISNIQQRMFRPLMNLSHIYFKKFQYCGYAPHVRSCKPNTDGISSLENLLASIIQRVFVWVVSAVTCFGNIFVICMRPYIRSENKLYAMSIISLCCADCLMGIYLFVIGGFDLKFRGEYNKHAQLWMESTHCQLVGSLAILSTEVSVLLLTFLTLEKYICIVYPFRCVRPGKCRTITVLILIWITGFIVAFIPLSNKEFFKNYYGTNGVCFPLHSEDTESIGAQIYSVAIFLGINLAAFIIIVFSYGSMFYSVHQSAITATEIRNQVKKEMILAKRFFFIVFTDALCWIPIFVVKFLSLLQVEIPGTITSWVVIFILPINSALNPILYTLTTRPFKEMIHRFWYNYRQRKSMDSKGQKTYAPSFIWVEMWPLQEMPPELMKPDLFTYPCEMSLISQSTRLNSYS
#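 HEK293 cells stably expressing RXFP1, treated 30 min at 37C with compounds plus PDE4 inhibitor Ro 20174; cAMP measured by HTRF TR-FRET. Normalized to buffer and 29 nM porcine relaxin; EC50 by Hill fit.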
# Vif-APOBEC3F blk: blocks the Vif interaction with APOBEC3F. HeLa A3F-eYFP + Vif (tagged APOBEC3F with the HIV-1 protein that degrades it), YFP fluorescence increase. Potency, µM (doses to about 46.1 µM), for inactives: at the top dose activity, negative = active. actives 0.2% (n = 390,000). AID 602313; further: potency means the concentration at half of the fitted maximal effect; % of control where 0% means no effect; nearly all actives have a fitted effect of over 65% in size
#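 Fluorescence increase (Ex 488/Em 500-530) after overnight compound treatment at 37 deg C flags inhibition of Vif-driven A3F-eYFP loss in stable HeLa A3F-eYFP/Vif cells seeded overnight beforehand.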
# D1 agonist: agonists of human D1 dopamine receptor. HEK293 T-REx D1 cells, calcium flux, agonist mode. AID 504660. activation, % at 2 µM. actives 1% (n = 360,000); in the data active means activation above about 30%; further: 0% is about no effect
#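 Tetracycline-induced HEK293 TREx D1 cells, force-coupled to calcium signalling, were dye-loaded with a no-wash calcium kit. Compound was pin-added after a 10 s baseline. Fluorescence was read kinetically at 1 cycle/s for 180 s, with calcium rises flagged as agonism.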
# Glioma ERSR ind: inducers of ER stress response in human glioma cells; U87-MG GRP78 promoter luciferase reporter, 16 h; Potency, µM, for inactives: top-dose activation, actives largely listed as activators; actives 0.02% (n = 420,000); AID 602332; further: potency means the concentration at half of the fitted maximal effect; series mostly up to about 76 µM; % of control where 0% means no effect; nearly all actives have a fitted effect of over 35% in size
#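 Stably transfected U87-MG glioma cells carrying a GRP78-based luciferase sensor; 16 h compound incubation. Luminescence end-point read 10 min after Bright-Glo addition at room temperature.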
# D2 PAM: positive allosteric modulators of human D2 dopamine receptor. P14416. HEK293 T-REx D2, calcium flux, EC20 dopamine potentiation. potentiation, % at 10 µM. actives 0.34% (n = 340,000). AID 485347;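 active means potentiation over 3 SD above the plate norm, cut at about 30% in these data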; further: 0% is about no effect
#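 Tetracycline-induced Hek293 Trex D2 cells, force-coupled to calcium, loaded with no-wash calcium dye. Compound added with 180 s kinetic read for agonism, then EC20 dopamine and a further 180 s read for potentiation.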
# D1 potentiator: human D1 dopamine receptor positive modulation; actives 0.036% (n = 360,000); P21728; potentiation, % at 10 µM; AID 504651; HEK293 TREx D1 cells, calcium flux, dopamine EC20 potentiation; in the data active means potentiation above about 30%; further: 0% is about no effect
# Active calls of the source: *; ? = inconclusive; · = no result given; & = joins results of further samples. Unless noted, the call rests on the fitted dose curve; in most records, active means well fitted curve in the direction sought with a large enough effect; inconclusive means small, poorly fitted or top-dose-only effect, or another doubt; inactive means no such curve, though single readings can be large; an effect the other way counts as inactive or inconclusive. These rows are one share of the data. The share of hits here may be higher or lower than overall.
SMILES,D1 antagonist,Vif-APOBEC3G blk,LDHA block,RXFP1 ag,Vif-APOBEC3F blk,D1 agonist,Glioma ERSR ind,D2 PAM,D1 potentiator
CC(C)C[C@H](NC(=O)[C@H](Cc1ccccc1)n1c(=O)[nH]c2ccccc2c1=O)C(=O)N1CCC[C@@H]1C(=O)O,8,0%,-4,0.8%,-9%,3,-3%,0,-1
COc1ccc(NC(=O)c2ccco2)cc1NC(=O)COc1cc(C)ccc1C(C)C,2,-5%,1,-0.4%,0%,0,-3%,·,-4
CCOC(=O)c1c(C)n(C)c2c1cc(OC(C)=O)c1ccccc12,-3,0%,-9,1.7%,8%,1,-2%,-4,2
Cc1ccc(Cn2nnc3c(=O)n(CC(=O)N4CCN(c5ccccc5)CC4)cnc32)cc1,-1,0%,-8,0.5%,1%,0,-5%,·,-6
O=c1ccccn1Cc1c(Cl)cccc1Cl,-3,-3%,-9,-0.3%,3%,2,-1%,-2,-2
COc1ccc(OC)c(NC(=O)C2C3C=CC(C3)C2C(=O)NCc2cccnc2)c1 (stereo not given),-2,2%,-2,1.3%,5%,3,1%,-3,-3
Cc1cc(C)cc(NC(=S)N(Cc2cccc(Br)c2)CC2CCC(C(=O)O)CC2)c1 (stereo not given),5,0%,0,0.3%,-1%,0,-2%,5,1
COc1ccc(C2CC(=O)c3c([nH]c(C(=O)OCc4ccccc4)c3C)C2)cc1 (stereo not given),5,0%,-5,1.5%,?,4,-3%,16,-3
CNC(=S)NN=C(C)c1ccc(OC)cc1O,·,1%,7,·,7%,·,0%,·,·
CCCOc1cccc(OCC(=O)Nc2nc3ccccc3[nH]2)c1,11,1%,0,0.8%,3%,1,-3%,12,4
CCc1cccc(NC(=O)C2CCCN2S(=O)(=O)c2ccc3c(c2)n(C)c(=O)c(=O)n3C)c1 (stereo not given),-3&-5,3%&-4%,-4&-1,3.3%&2.6%,-5%&-1%,0&0,-4%&-3%,-8&6,-5&-4
Cc1ccc(NC(=O)CSc2nc(C)c(Cc3ccccc3)c(=O)[nH]2)cc1,18&-22,0%&-3%,-11&-18,-0.9%&-2.4%,-9%&-9%,2&9,7%&5%,-2&-10,2&1
CN(C1CCCCC1)S(=O)(=O)CCNC(=O)c1ccccc1,-67*,0%,-5,0.2%,4%,0,-3%,-2,1
O=C(NC1CCCC1)c1cccc(S(=O)(=O)N2CCCC2)c1,-13,-7%,-7,0.9%,0%,0,-6%,·,-1
COC(=O)NC1CCS(=O)(=O)C1 (stereo not given),-1,0%,-9,-0.9%,-2%,0,-2%,-9,-2
O=C(Cn1nnc(-c2ccccc2)n1)N/N=C/c1cccc([N+](=O)[O-])c1,-3,-1%,-4,-0.6%,-12%,2,0%,23,-4
Cc1cc(N2CCN(S(=O)(=O)c3ccc(Br)cc3)CC2)n2ncnc2n1,-18,0%,-10,-0.1%,3%,2,8%,·,-2
COc1ccccc1/C=N/n1nnnc1N,5,-8%,-7,-3.6%,13%,1,1%,2,-3
Cc1ccc([C@H]2N[C@]3(CCCN(Cc4ccc(F)cc4)C3=O)[C@H]3C(=O)N(C)C(=O)[C@@H]23)cc1,·,0%,-11,·,5%,·,-7%,·,·
Cc1nc2ccn(Cc3ccco3)c(=O)c2cc1C(=O)NCc1ccc(Cl)cc1,9,-18%,-6,1.3%,?,1,-2%,6,-3
Cc1cccn2c(=O)c(/C=C(\C#N)C(=O)NCc3ccco3)c(N3CCC(C(N)=O)CC3)nc12,-1,-4%,8,12%,-9%,2,-4%,11,4
O=C(COC(=O)CSc1cccc2cccc(Cl)c12)Nc1ncc(C(F)(F)F)cc1Cl,-6,2%,13,?,3%,13,0%,18,-6
O=c1c2cc(-c3ccccc3)sc2nc2n1N=C(c1ccccc1)CS2,24,0%,1,3.0%,12%,4,5%,2,3
O=c1c(=O)n(O)c2ccccc2n1O,-3,0%,5,-0.3%,4%,4,-5%,7,1
COC(=O)Cc1ccc(NC(=S)NCc2ccccc2Cl)cc1,-20,-6%,1,0.0%,-20%,7,0%,-3,-3
CCSc1nc2ccccc2c(OCc2ccccc2Cl)c1C(=O)OC,-4,-1%,-6,-0.1%,3%,10,0%,1,2
O=C(COc1ccc(Cl)cc1)NCC(c1ccco1)S(=O)(=O)c1ccc(Cl)cc1 (stereo not given),·,2%,1,3.5%,-1%,3,-2%,-10,-4
O=C1NC(c2ccc3c(c2)OCO3)Oc2ccccc21 (stereo not given),4,-1%,-4,0.1%,-6%,1,-3%,0,4
CCCn1c(C)cc(-c2csc(N)n2)c1C,-8,1%,0,-2.5%,-3%,4,3%,4,-1
Cc1c(NS(=O)(=O)c2cc(C(=O)NCc3cccc(Cl)c3)ccc2Cl)c(=O)n(-c2ccccc2)n1C,·,-12%,1,·,7%,·,-3%,·,·
C=CC[C@@H](CC(=O)N[C@@H](CO)Cc1ccccc1)C(=O)N[C@H](COC(=O)[C@@H](CC=C)CC(=O)OC(C)(C)C)Cc1c[nH]c2ccccc12,·,-7%,3,·,-3%,·,2%,·,·
COc1cc(OC)cc(OCC(O)Cn2cnc(-c3ccccc3)c2)c1 (stereo not given),2,-2%,-2,0.8%,-2%,0,1%,2,-3
O=c1[nH]c(/C(Cl)=C/c2c(F)cccc2Cl)nc2cc(Cl)ccc12,-1,-3%,-8,-0.1%,-12%,1,-1%,4,-1
Cc1nc2cc(N)ccc2n1C1CCCCC1,3,0%,6,-0.9%,-2%,1,-1%,5,-3
C=CCc1cccc(/C=N/NC(=O)COc2ccc(-n3cnnn3)cc2)c1O,-12,0%,-11,0.6%,7%,1,-2%,-12,-4
CC(C)N(c1ccccc1)c1ncnc(NCCC(=O)O)c1[N+](=O)[O-],-6,-2%,-2,0.1%,-10%,2,-6%,-2,-2
CCOC(=O)c1cccc(NC(=O)CCCn2c(C)c3cnn(-c4ccccc4)c(=O)c3c2C)c1,-4,1%,-1,6.9%,5%,9,0%,1,-2
C[C@@H]1CN([C@H](C)CO)C(=O)CCCn2nncc2CO[C@H]1CN(C)S(=O)(=O)c1cccc(F)c1,·,3%,-1,·,-3%,·,-1%,·,·
CCN(CC(=O)Nc1ccc(NC(C)=O)cc1)C(=O)/C=C/c1c(C)nn(-c2ccc(F)cc2)c1Cl,7,-2%,-7,2.8%,0%,2,-3%,-3,-4
O=C1CCCN1CC1CCN(Cc2nc(CC3CC3)no2)CC1,0,2%,-7,1.1%,6%,6,-4%,8,5

# Structures listed so far shown as hits in D1 antagonist:
Compound,D1 antagonist,Vif-APOBEC3G blk,D1 agonist,Glioma ERSR ind,D2 PAM,D1 potentiator
CN(C1CCCCC1)S(=O)(=O)CCNC(=O)c1ccccc1,-67*,0%,0,-3%,-2,1

# Next part:
SMILES,D1 antagonist,Vif-APOBEC3G blk,LDHA block,RXFP1 ag,Vif-APOBEC3F blk,D1 agonist,Glioma ERSR ind,D2 PAM,D1 potentiator
COc1ccc(S(=O)(=O)N2CCC(=O)N2)cc1,20,-1%,-12,0.7%,6%,2,-3%,-2,-2
COC(=O)c1cc2sc(C)cc2n1Cc1nc(-c2ccc(C)cc2)oc1C,-9,·,-4,0.1%,·,0,·,6,-1
O=C(Nc1ccnn1C1CCN(Cc2ccc3nonc3c2)CC1)c1cccc(F)c1,-39*,4%,-2,1.3%,1%,8,-2%,0,1
CC(C)OC(=O)CC12CN(C)CC(CC(=O)OC(C)C)(CN(C)C1)C2=O,-7,3%,-3,0.5%,-2%,1,3%,-4,2
S=C(NCCc1ccccc1)Nc1cccc2cnccc12,-22,3%,-5,-0.5%,-4%,17,-8%,4,0
C#CCOCCOCCOCCNc1nc(N2CCN(C(=O)[C@H](CCC(=O)O)n3cc(C(N)CC(C)C)nn3)CC2)nc(N2CCN(C(=O)[C@H](Cc3cc4ccccc4[nH]3)n3cc(C(N)[C@H](C)CC)nn3)CC2)n1 (stereo not given in full),15,4%,1,-0.6%,-5%,-3,-2%,3,3
O=C(NC(=S)Nc1ccc(Cl)cn1)c1cccs1,1,-5%,-8,4.4%,-1%,1,-6%,13,-5
CCOc1cc(/C=C2\C(=N)N3N=CSC3=NC2=O)ccc1OS(=O)(=O)c1ccccc1,-5,-5%,-8,1.9%,13%,2,2%,-4,3
CC1CCCCC1NC(=O)CCn1c(=S)[nH]c2ccccc2c1=O (stereo not given),·,0%,-5,·,1%,·,-5%,·,·
CN(Cc1ccccc1)C(=O)c1ccc2c(c1)N(Cc1ccccc1F)C(=O)c1ccccc1S2(=O)=O,-19,-4%,-9,1.0%,1%,11,-1%,0,-5
COc1ccccc1OC(=O)CCN1c2ccccc2Sc2ccccc21,-3,1%,0,3.2%,0%,-1,-1%,1,-6
Cc1ccc(N(C(=O)c2csnn2)C(C(=O)NC2CCCC2)c2cccnc2)c(C)c1 (stereo not given),2,-1%,-1,-0.3%,6%,1,-1%,-9,-5
Cc1cc(=O)oc2cc(OCC(=O)NC3CC(C)(C)NC(C)(C)C3)ccc12,-10,-2%,-2&1,-0.5%,4%,3,-6%,-4,0
CCCCNC(=O)CN1C(=O)COc2ccc(S(=O)(=O)N3CCCC3)cc21,1,-5%,-2,-0.1%,-9%,1,-3%,-1,1
COc1ccc(NS(=O)(=O)c2cccc(C(=O)OCC(=O)N3CCN(c4ccc(OC)cc4)CC3)c2)cc1,-69*,2%,-5,-0.5%,-11%,7,-7%,19,4
CCN1CCN(S(=O)(=O)c2ccc3c4c(cccc24)C(=O)N3CC)CC1,·,0%,7,·,2%,·,-1%,·,·
COc1ccc(-c2cc(C(F)F)n3ncc(C(=O)N4CCCCC4)c3n2)cc1,28,5%,-5,5.0%,-21%,2,-1%,·,-9
